AmpC inh no detg – blocks E. coli AmpC beta-lactamase in detergent-free assay. P00811. AmpC nitrocefin hydrolysis, absorbance 480 nm, 0.0001% Triton. actives 0.52% (n = 330,000). AID 485341. Potency, µM (doses to about 57.1 µM), without a hit: at the top dose activity change, negative = inhibition, usual class: inhibitors;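 also: potency is read from the fitted curve at half-maximal effect; plate controls were no compound for no effect and no enzyme for full effect; nearly all actives have a fitted effect of over 20% in size; some results filed as inactive show a strong effect at the top dose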
Target sequence (P00811 whole entry, looked up): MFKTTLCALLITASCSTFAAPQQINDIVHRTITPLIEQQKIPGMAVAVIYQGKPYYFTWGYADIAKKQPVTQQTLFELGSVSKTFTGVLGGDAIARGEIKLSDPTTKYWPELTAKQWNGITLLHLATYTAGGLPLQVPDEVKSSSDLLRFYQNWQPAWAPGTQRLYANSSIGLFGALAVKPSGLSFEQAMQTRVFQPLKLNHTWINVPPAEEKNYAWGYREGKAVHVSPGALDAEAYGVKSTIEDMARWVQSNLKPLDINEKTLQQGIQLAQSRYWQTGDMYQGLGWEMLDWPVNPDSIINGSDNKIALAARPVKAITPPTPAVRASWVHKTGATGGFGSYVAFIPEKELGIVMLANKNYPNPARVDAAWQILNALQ
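AmpC (5.3 nM in the dispensed reagent) in 20 mM phosphate pH 7.0 with 0.01% (detergent screen) or 0.0001% Triton X-100 was preincubated with compounds for 15 min at room temperature. Nitrocefin was then added from an 800 uM solution, and hydrolysis was followed at 480 nm.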
AMA1 RON2 block – disrupts binding of P. falciparum AMA1 to RON2. AlphaScreen AMA1-biotinylated RON2 peptide binding. Potency, µM (series often up to 58.2 µM), without a hit: at the top dose activity change, negative = inhibition, most hits filed as inhibitors. actives 0.2% (n = 360,000). AID 720542;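 also: potency is read from the fitted curve at half-maximal effect; 0% = vehicle wells and -100% = peptide control; nearly all actives have a fitted effect of over 45% in size; some results filed as inactive show a strong effect at the top dose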
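AMA1 (3D7) with his tag at 25 nM final met compounds first, then biotinylated RON2 peptide at 25 nM; detection used donor plus acceptor beads, 10 µg/mL apiece, read by AlphaScreen after 30 min at room temperature.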
TbPYK inhibitor – blocks Trypanosoma brucei pyruvate kinase | TbPYK enzyme, Kinase-Glo Plus ATP luminescence, 45 min | actives 0.12% (n = 410,000) | Potency, µM (titrated, usually from 76.8 µM), inactives show at the top dose activity, negative = inhibition, actives largely listed as inhibitors | Q57TT1 | AID 624173; also: potency is read from the fitted curve at half-maximal effect; nearly all actives have a fitted effect of over 50% in size
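Activity of T. brucei pyruvate kinase was followed by Kinase-Glo Plus luminescence after the enzyme reacted 45 min at room temperature with 130 uM ADP (final) and substrate. Test compounds were added before ADP at multiple concentrations.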
LmPK inhibitor – blocks Leishmania mexicana pyruvate kinase activity; Q27686; purified LmPK, Kinase-Glo ATP luminescence, 1 h; Potency, µM (top dose mostly 57.5 µM), inactives show at the highest dose activity change, negative = inhibition, most hits filed as inhibitors; actives 0.37% (n = 290,000); AID 1721; also: potency is read from the fitted curve at half-maximal effect
Target sequence (Q27686 whole entry, looked up): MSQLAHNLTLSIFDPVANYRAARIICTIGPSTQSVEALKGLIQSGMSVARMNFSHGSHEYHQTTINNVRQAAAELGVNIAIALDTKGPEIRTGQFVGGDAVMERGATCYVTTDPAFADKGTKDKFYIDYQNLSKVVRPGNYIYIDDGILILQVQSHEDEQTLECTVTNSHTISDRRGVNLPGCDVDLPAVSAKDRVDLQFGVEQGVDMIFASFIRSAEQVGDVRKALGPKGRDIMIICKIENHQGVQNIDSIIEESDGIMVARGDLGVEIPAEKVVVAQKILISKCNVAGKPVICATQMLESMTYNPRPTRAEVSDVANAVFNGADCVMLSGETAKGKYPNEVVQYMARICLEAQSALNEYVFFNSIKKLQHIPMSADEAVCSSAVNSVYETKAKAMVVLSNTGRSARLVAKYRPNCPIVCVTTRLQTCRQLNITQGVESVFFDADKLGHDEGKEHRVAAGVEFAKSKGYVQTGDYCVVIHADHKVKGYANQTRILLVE
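Pyruvate kinase activity monitored as ATP production (luciferase luminescence). Conditions: 0.1 nM enzyme, 0.5 mM PEP, 0.1 mM ADP, 1 h, RT; normalized against uninhibited and no-enzyme wells.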
AmpC inh detg – blocks E. coli AmpC beta-lactamase in detergent assay; AmpC hydrolysis of nitrocefin, absorbance 480 nm, 0.01% Triton; Potency, µM (highest dose often 114 µM), for the others: at the highest dose activity change, negative = inhibition, usual class: inhibitors; P00811; actives 0.041% (n = 370,000);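 also: potency is read from the fitted curve at half-maximal effect; 0% = no-compound wells and -100% = no-enzyme wells; nearly all actives have a fitted effect of over 25% in size; some results filed as inactive show a strong effect at the top dose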
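AmpC (5.3 nM in the dispensed reagent) in 20 mM phosphate pH 7.0 with 0.01% (detergent screen) or 0.0001% Triton X-100 was preincubated with compounds for 15 min at room temperature. Nitrocefin was then added from an 800 uM solution, and hydrolysis was followed at 480 nm.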
Sm TGR block – S. mansoni TGR enzyme inhibition; Q962Y6; purified TGR, DTNB reduction, TNB absorbance 405 nm; Potency, µM (top dose mostly 114 µM), for inactives: at the highest dose activity change, negative = inhibition, hits mostly inhibitors; actives 3% (n = 360,000); also: potency is read from the fitted curve at half-maximal effect; nearly all actives have a fitted effect of over 60% in size
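Kinetic colorimetric format: TGR-catalysed, NADPH-driven DTNB reduction monitored via TNB absorbance. Enzyme dispensed at 20 nM; compound exposure 15 min at room temperature before reaction start.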
HCMV antiviral – human cytomegalovirus inhibition; AID 1259415; actives 4.5% (n = 410,000); activity change, negative = inhibition, % at 57.5 µM; HFF cells, HCMV-luciferase reporter, 72 h; hits give low values; in the data active = activity change below about -60%; inconclusive = no clear call, values can overlap the other calls; inactive = above about -39%
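Two compound doses tested in HFFs infected with HCMV-luciferase, MOI 1 PFU/cell, 72 h at 37C. Lysate luminescence read with OneGlo; data normalized against buffer-only and 10uM Salinomycin inhibitor controls.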
* marks the source's active call; other numbers are inactive results; ? = inconclusive; · = not tested or not shown; & = joins results of further samples; ! = not active in a repeat; [ ] = dose if it differs, or a comment. Unless noted, calls follow the shape of the dose curve; as a rule, active = well fitted curve in the direction sought with a large enough effect; inconclusive = small, poorly fitted or top-dose-only effect, or another doubt; inactive = no such curve, though single readings can be large; an effect the other way counts as inactive or inconclusive. Unless noted, % is scaled to controls: 0 for no effect and ±100 for the full control effect.

Sequence of screens – TbPYK inhibitor	Sm TGR block	AMA1 RON2 block	HCMV antiviral	AmpC inh no detg	LmPK inhibitor	AmpC inh detg
> Cc1[nH]nc(-c2ccc(O)c(C)c2O)c1-c1cnn(-c2ccccc2)c1
    2%	-5%	15%	-27	?	-8%	-5%
> O=C(CSc1cn(CC(=O)N2CCCCC2)c2ccccc12)Nc1ccc(C(F)(F)F)cc1
    1%	0%	·	53	·	·	3%
> COc1cc2c(cc1NC(=O)Nc1ccccc1)oc1ccccc12
    -6%	13%	-6%	-28	-23%	7%	-5%
> O=C(c1ccc(Cl)cc1)C(CN1CCCCC1)c1ccccc1 (stereo not given)
    -9%	6.3µM*	4%	-101*	-25%	1%	0%
> COc1cc(CN(C2CCCCC2C)S(=O)(=O)c2ccc(S(=O)(=O)NC3CC3)cc2)cc(OC)c1OC (stereo not given)
    0%	-2%	13%	-20	16%	-2%	-8%
> O=C(CN1C(=O)NC2(CCc3ccccc32)C1=O)Nc1ccc(Br)cc1F (stereo not given)
    3%	-18%	-10%	0	-26%	·	-5%
> Cc1occc1-c1nnc(SCc2cc(=O)n3cc(Br)ccc3n2)n1C
    2%	45µM*	-6%	-28	-6%	-1%	-1%
> O=C(NCC1CCCO1)/C(=C/c1ccccc1)NC(=O)c1ccccc1 (stereo not given)
    4%	0%	15%	?	-22%	-2%	5%
> COc1ccc2c(CC#N)c[nH]c2c1
    2%	50µM*	-4%	18	-16%	6%	3%
> O=C(/N=C1/c2ccccc2CN1c1ccccc1)Nc1ccccc1
    5%	1%	-27%	-16	-31%	-4%	-1%
> O=C(CN1CCN(c2nc(-c3ccccc3)cs2)CC1)NNC(=O)c1ccco1
    -14%	5%	22%	19	-1%[11.4 µM]	4%	?
> CCCOc1ccc(N2C(=O)CC(SCc3nc4ccccc4[nH]3)C2=O)cc1 (stereo not given)
    -4%	?	56%[activator]	-2	-17%	-4%	1%
> Fc1ccccc1NC(=S)N1CCC(c2ccccc2)C1 (stereo not given)
    -5%	42%[activator]	9%	-18	-22%	-3%	4%
> Cc1cccc(NC(=O)c2cc(S(=O)(=O)NCCc3ccccc3)ccc2F)c1C
    4%	3%	·	?	·	·	7%
> COc1ccc(CC(=O)N/N=C(\C)c2cccc(NC(=O)C3CC3)c2)cc1
    0%	0%	18%	45	-22%	0%	3%
> Cc1ccc(S(=O)(=O)N2CCOC2CNC(=O)C(=O)NCCc2c[nH]c3ccccc23)cc1 (stereo not given)
    2%	-5%	-3%	-80*	-39%	2%	1%
> COc1ccc(-c2nc(SCC(=O)c3ccc(OC)c(Br)c3)n[nH]2)cc1
    -2%	3%	·	3	·	·	19%
> CCC(=O)c1ccc(OCC(=O)NCCCN2CCOCC2)cc1
    1%	·	42%[activator]	1	·	·	·
> CS(=O)(=O)Nc1ccc(C(=O)NCc2cccnc2)cc1
    3%	-4%	5%	-2	-19%	-2%	?
> COc1ccc(CCNC(=O)CN2C(=O)COc3ccc(S(=O)(=O)N4CCCC4)cc32)c(OC)c1
    4%&-6%	-7%&-4%	4%	-63*!	16%	-1%	-19%&3%
> CC(O)c1nc2ccccc2n1Cc1ccc([N+](=O)[O-])cc1 (stereo not given)
    -5%	3%	17%	-17	-7%	2%	1%
> O=C1C(=Cc2ccccc2)N2CCC1CC2
    10%	·	-4%	-26	·	·	·
> CN(C)[C@@H]1C(=O)C(C(N)=O)=C(O)[C@@]2(O)C(=O)C3=C(O)c4c(O)ccc(Cl)c4[C@@H](O)[C@H]3C[C@@H]12
    -17%	40µM*	1%	-12	-16%	-5%	?
> Cc1ccc(Nc2c(-c3ccccn3)nc3ccc(C)cn23)cc1
    -3%	0%	-28%	0	65%[activator]	-11%[11.5 µM]	10%
> O=[N+]([O-])c1ccc(CN2CCN(c3ccc([N+](=O)[O-])cc3)CC2)cc1
    4%	-3%	?	-40	-31%	-3%	-8%
> COc1cc(Br)cc(CN2CCN(c3ncccn3)CC2)c1O
    0%	-15%	-5%	26	23%	-12%	?
> COc1cccc(C2/C(=C(/O)c3ccccc3)C(=O)C(=O)N2CCCC(=O)O)c1 (stereo not given)
    3%	4%	-1%	-15	-1%	4%	-12%
> Cc1cc(C)cc(OCC(=O)N2Cc3ccccc3CC2C(=O)O)c1 (stereo not given)
    4%	5%	-6%	-4	-20%	1%	3%
> COc1ccccc1-c1noc(CSc2nnc(Cc3ccccc3)n2-c2ccc(C)c(C)c2)n1
    2%	15%	·	7	·	·	15%
> O=C1NC[C@@H](CCCCN2C[C@H](Cc3ccc(O)cc3)N(CCC3CCCCC3)C(=O)C2=O)N(CCc2ccc(O)cc2)C1=O
    3%	·	-9%	-14	·	·	·

Pulled one by one from the list above:
Sequence of screens – TbPYK inhibitor	Sm TGR block	AMA1 RON2 block	HCMV antiviral	AmpC inh no detg	LmPK inhibitor	AmpC inh detg
> COc1ccccc1-c1noc(CSc2nnc(Cc3ccccc3)n2-c2ccc(C)c(C)c2)n1
    2%	15%	·	7	·	·	15%
> CS(=O)(=O)Nc1ccc(C(=O)NCc2cccnc2)cc1
    3%	-4%	5%	-2	-19%	-2%	?

Additional entries:
Sequence of screens – TbPYK inhibitor	Sm TGR block	AMA1 RON2 block	HCMV antiviral	AmpC inh no detg	LmPK inhibitor	AmpC inh detg
> CC1(C(=O)Nc2ccc(F)c(Cl)c2)Cc2c(-c3ccc(C(N)=O)cc3)ccnc2O1 (stereo not given)
    -2%	·	-16%	-23	·	·	·
> N#Cc1nnn(Cc2ccccc2)c1N
    2%	-1%	-7%	-6	-21%	11%	2%
> Cn1c(=O)oc2cc(S(=O)(=O)CCC(=O)N3CCN(c4ccccc4F)CC3)ccc21
    1%&-9%	-14%&7%	0%	0&19	43%	8%	-10%&17%
> O=c1c(Cl)c(NCc2ccccc2)cnn1C12CC3CC(CC(C3)C1)C2
    1%	0%	13%	-61*	-18%	6%	13%
> COc1ccc(OCCSc2nc(-c3ccccc3)cc(=O)[nH]2)cc1
    1%	0%	-20%	?	-21%	-1%	0%
> CCNc1oc(-c2cccc3ccccc23)nc1C#N
    -5%	15%	-12%	21	·	3%	-1%
> COc1ccccc1NC(=O)CSc1nnc2ccc(-c3cccnc3)nn12
    5%	5%	-9%	37	0%	0%	?
> COc1cccc(-n2c(C)cc(/C=C3/C(=N)N4C(=NC3=O)SN=C4S(C)(=O)=O)c2C)c1
    -9%	-10%	-5%	28	-41%	10%	-3%
> Cn1cc(CCC(=O)N2CCCC(CCC(=O)NCc3ccccc3F)C2)cn1 (stereo not given)
    1%	-27%[57.1 µM]	10%	-24	-8%	-15%	2%
> Cc1[nH]c2ccccc2c1CCN
    1%	·	-1%	67	·	·	·
> CN1C(=O)N(C)C(=O)C2(Cc3ccccc3N3CCCC32)C1=O (stereo not given)
    -4%	?	-9%	68	-2%	4%	-6%
> Cc1cc(N(CCCl)CCCl)ccc1C=Cc1ccncn1
    -12%	·	44%[activator]	?	·	·	·
> COC(=O)C1C(c2ccc(OC)c(OC)c2)NC(c2ccc(OC)c(OC)c2)C(C(=O)OC)S1(=O)=O (stereo not given)
    -8%	20µM*	-9%	62	61%[activator]	1%	7%
> NS(=O)(=O)c1ccc(CCNC(=O)COC(=O)CCc2ccccc2)cc1
    6%	34%	13%	?	-15%	6%	-9%
> COc1ccc(S(=O)(=O)NCc2cn3c(C)csc3n2)cc1F
    -3%	1%	-2%	-11	-6%	7%	?
> NC(=O)CC(NC(=O)c1ccc(Br)cc1)c1ccc(NC2CCCCCCC2)c([N+](=O)[O-])c1 (stereo not given)
    -6%	1%	-6%	132	-45%	2%	-8%
> CSC1=NC(C(Cl)(Cl)Cl)N=C(c2ccccc2)N1 (stereo not given)
    -1%	1%	-1%	-30	105%[activator]	7%	-11%
> Cc1cccc(C2CC(c3ccc(Cl)cc3)Nc3nc(N)nn32)c1 (stereo not given)
    -3%	-6%	4%	-13	3.5µM*	4%	?
> CCOCCCNC(=O)c1ccc2c(c1)ncn2C1CCCC1
    2%	5%	-5%	15	-14%	4%	-14%
> CCCOc1cccc(C(=O)NCCNC(=O)c2cnccn2)c1
    2%	-1%	4%	5	-13%	0%	-3%
> O=C(O)c1ccc(COc2ccc3c4c(c(=O)oc3c2)CCC4)o1
    -7%	?	2%	26	-5%	17%	1%
> COc1ccc(C(=O)OCC(=O)NC(Cc2ccccc2)C(C)=O)cc1S(=O)(=O)N1CCCC1 (stereo not given)
    -2%	-27%	11%	-31	64%[activator]	·	?
> Cn1cnc(S(=O)(=O)N2CCC(C(=O)Nc3ccc(F)cc3F)CC2)c1
    -1%	2%	·	-19	·	·	2%
> Cc1ccccc1Cn1nnc(-c2ccc(C(=O)O)cc2)n1
    4%	-4%	6%	-13	-8%	-1%	-3%
> Cc1ccc(-c2nsc(SCC(=O)NCc3ccc4c(c3)OCO4)n2)cc1
    -6%	-9%	3%[2.32 µM]	-13	-42%	0%	?
> CC(/C=C/c1ccccc1F)=N\NC(=O)C(C)C
    -8%	-2%	18%	10	-22%	2%	-13%
> Cc1ccc(C[n+]2ccccc2)cc1
    5%	6%	-4%	-2	2%	·	?
> COc1ccc(NC(=O)CSc2nc3c(c(=O)n2-c2ccccc2)SCC3)c(OC)c1
    34%	25µM*	-1%	-15	-8%	7%	?
> O=C(O)c1c(NC(=O)N(CCO)Cc2ccccc2)sc2c1CCCC2
    3%	-4%	-11%	?	-18%	-5%	-4%
> Cc1ccc(CNC(=O)c2c[nH]c3ccc(S(=O)(=O)Nc4ccc(C(C)C)cc4)cc3c2=O)cc1
    5%[15.4 µM]	21%	·	0	·	·	17%
> CCOc1cc(/C=N/NC(=O)CN2CCCCC2)ccc1OCc1ccc(Cl)cc1
    -6%	-7%	9%	26	-11%	4%	?
> Cc1ccccc1-n1c(SCC(N)=O)nc2sc(-c3ccccc3)cc2c1=O
    5%	-4%	2%	21	-19%	12%	1%
> Cc1ccc(NCCC(=O)c2ccc(Cl)c(Cl)c2)cc1
    11%	0%	-23%	-2	-30%	-3%	-1%
> CC(C)(C)C1CCC2(CC1)Nc1cccc3cccc(c13)N2
    -6%	45%[activator]	-7%	63	13µM*	-12%	?
> CC(=O)c1c(C)[nH]c(C(=O)OCC(=O)C(C)(C)C)c1C
    4%	7%	-7%	158	-5%	-5%	-6%

Source: PubChem BioAssay
